Screening results deposited in PubChem BioAssay by National Center for Advancing Translational Sciences (NCATS).
Pf growth 96h = P. falciparum growth inhibition at 96 hour, primary screen for plastid delayed-death inhibitors. P. falciparum luciferase reporter growth, 96 h. Potency, µM (highest dose often 28.7 µM), for the others: at the highest dose activity change, negative = inhibition, most hits filed as inhibitors. 320,000 tested, 6.9% active. AID 504834; also: potency is read from the fitted curve at half-maximal effect; % is scaled to controls: 0 for no effect and ±100 for the full control effect
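Two-generation exposure (96 h) targets delayed-death phenotype. Reporter parasites carrying integrated firefly luciferase, in red cells at 2% hematocrit and 0.05% parasitemia final, kept at 37 C, 5% CO2; luminescence loss indicates inhibition.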
CHX counter = affects cycloheximide protein synthesis inhibition readout, counter-screen. cell reporter, cycloheximide protein synthesis inhibition counterscreen. max response, %. 300,000 tested, 12% active; in the data active = max response mostly above about 13%, no sharp cut-off; inactive = mostly below about 14%; also: read at 38.3 µM for the half of the compounds with a filed dose; 0% is about no effect
Giardia FBPA inh = Giardia lamblia aldolase inhibition. A8B2U2. purified Giardia FBPA. Potency, µM (highest dose often 59.6 µM), for the others: at the highest dose activity, negative = inhibition, actives largely listed as inhibitors. 290,000 tested, 0.71% active; also: potency is read from the fitted curve at half-maximal effect; % is scaled to controls: 0 for no effect and ±100 for the full control effect; nearly all actives have a fitted effect of over 55% in size
Target sequence (A8B2U2 whole entry, looked up): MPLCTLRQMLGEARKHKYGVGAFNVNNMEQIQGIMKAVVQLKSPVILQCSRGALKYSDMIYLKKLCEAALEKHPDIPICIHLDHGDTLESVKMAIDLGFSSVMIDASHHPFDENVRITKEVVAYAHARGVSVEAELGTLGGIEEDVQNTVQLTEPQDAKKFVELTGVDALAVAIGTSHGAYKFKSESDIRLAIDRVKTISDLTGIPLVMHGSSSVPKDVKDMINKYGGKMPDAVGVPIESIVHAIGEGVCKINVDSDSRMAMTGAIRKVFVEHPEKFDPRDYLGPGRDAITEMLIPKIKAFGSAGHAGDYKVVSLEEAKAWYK
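40 nM FBPA preincubated 10 min at RT with compound (up to 57.5 uM final), then substrate plus GAPDH/TPI/NAD/arsenate coupling and diaphorase/resazurin added. Fluorescence read after 20 min at RT, 525/598 nm.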
Shiga toxin inh = Shiga toxin inhibition. inhibition, % at 38.7 µM. Vero cells, Shiga toxin protein synthesis inhibition reporter. 290,000 tested, 9.2% active; in the data active = inhibition mostly above about 28%, no sharp cut-off; inactive = mostly below about 43%; also: 0% is about no effect
Pf growth 48h = P. falciparum growth inhibition at 48 hours (one generation); AID 504832; 310,000 tested, 5.9% active; Potency, µM (doses to about 28.7 µM), without a hit: at the top dose activity change, negative = inhibition, usual class: inhibitors; P. falciparum luciferase growth in erythrocytes, 48 h; also: potency is read from the fitted curve at half-maximal effect; % is scaled to controls: 0 for no effect and ±100 for the full control effect
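Luciferase-expressing parasites in RBCs, 2% Hct / 0.1% parasitemia final; RPMI 1640 + 0.5% Albumax; 37 C, 5% CO2, one generation; luminescence read-out, lower signal = inhibition.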
Sm TGR inh = blocks Schistosoma mansoni thioredoxin glutathione reductase. Q962Y6. purified TGR, DTNB reduction, TNB absorbance 405 nm. Potency, µM (titrated, usually from 114 µM), without a hit: at the top dose activity change, negative = inhibition, most hits filed as inhibitors. 360,000 tested, 3% active. AID 485364; also: potency is read from the fitted curve at half-maximal effect; % is scaled to controls: 0 for no effect and ±100 for the full control effect; nearly all actives have a fitted effect of over 60% in size
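First, TGR (20 nM dispensed) and NADPH were mixed with compound. Second, a 15 min room-temperature incubation followed. Third, further NADPH and then DTNB were added to start the reaction. Finally, TNB absorbance was monitored kinetically.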
* hit, by the source's call; ? = inconclusive; nt = no result given; [ ] = another dose, or the depositor's remark. Unless noted, calls follow the shape of the dose curve; as a rule, active = well fitted curve in the direction sought with a large enough effect; inconclusive = small, poorly fitted or top-dose-only effect, or another doubt; inactive = no such curve, though single readings can be large; an effect the other way counts as inactive or inconclusive. Random draw from the library. Share with any hit: about 24%.

Second line of a record: Pf growth 96h, CHX counter, Giardia FBPA inh, Shiga toxin inh, Pf growth 48h, Sm TGR inh
> COCC(=O)Nc1cc([N+](=O)[O-])ccc1C
  -9%, 8, 4%, -6, 4%, 7%
> Cc1nc([N+](=O)[O-])c(C(=O)OCc2ccccc2)n1C
  ?, 10, 7%, 22, 45%[activator], 1%
> CN(C)/C=C/C(=O)c1cccc(Cl)c1
  53%[activator], 17*, 14%, 15, -3%, -32%
> CCOc1ccc(N2C(=O)CSC2=NC#N)cc1
  -3%, nt, nt, nt, -22%, -3%
> NC(=O)CC(NC(=O)Cc1ccc(Br)cc1)c1ccc(NCCN2CCOCC2)c([N+](=O)[O-])c1 (configuration not stated)
  45%[activator], -1, 5%, 9, 37%[activator], 1%
> O=C(Nc1cccc(F)c1)C1CCN(S(=O)(=O)c2cccc3nonc23)CC1
  -18%, -3, 4%, -4, 4%, -7%
> O=C(NCCc1ccccc1F)C1CCCN(c2nc3ccccc3s2)C1 (configuration not stated)
  -21%, -1, 14%, -1, -9%, -14%
> COC(OC)c1ccnc(-c2ccc(OC(=O)c3ccccc3)cc2)n1
  31%[activator], 27, 0%, 43, 31%[activator], 1%
> CC1CC(C)CN(C(=O)COC(=O)c2cccc([N+](=O)[O-])c2)C1 (configuration not stated)
  2%, 38, 0%, 23, 105%[activator], 4%
> COc1ccc(CC(=O)N2CCc3ccccc32)cc1
  -23%, 31*, 2%, 80*, 127%[activator], 7%
> CCOC(=O)C1=NN(C(=O)Cc2ccccc2)C(O)(C(C)(C)C)C1 (configuration not stated)
  228%[activator], -2, -5%, 1, 7%, 12%
> COc1ccc(OC)c(Nc2nnc(C)c(=O)[nH]2)c1
  ?, -2, -3%, -1, 11%, 2%
> N#Cc1c2n(c3c(=O)n(Cc4ccccc4Cl)cnc13)CCCCC2
  ?, -3, 2%, 25, -22%, 0%
> COC(=O)C1=CN(CC2CCCO2)C=C(C(=O)OC)C1c1ccccc1C(F)(F)F (configuration not stated)
  ?, -2, 1%, -8, ?, -22%
> O=C(CN1C(=O)c2ccccc2C1=O)NCC1COc2ccccc2O1 (configuration not stated)
  4%, -3, 1%, -13, 8%, 4%
> CCc1noc(C)c1C(=O)OC(C)C(=O)NCc1ccc(OC)cc1 (configuration not stated)
  12%, nt, nt, nt, -3%, 0%
> COc1ccc(C2NC(=O)c3n[nH]c(C)c32)c(OC)c1 (configuration not stated)
  10%, -2, 0%, 11, nt, -32%
> O=C(CSc1nnnn1C1CCCC1)Nc1ccc(F)cc1
  47%[activator], 2, -20%, -2, 35%[activator], 0%
> O=C(Nc1ccon1)c1cc2c(s1)CCCC2
  4%, 35*, -7%, 64*, 58%[activator], -2%
> CCOC(=O)c1[nH]c(C)c(C(=O)NCCN2CCOCC2)c1C
  35%[activator], -7, 0%, -12, nt, -4%
> COC(=O)c1ccc(C(=O)OC)c(NC(=O)c2cnc3n(c2=O)CCS3)c1
  11%, -1, -3%, -2, 33%[activator], 1%

A second format for some results above.
compound | Pf growth 96h | CHX counter | Giardia FBPA inh | Shiga toxin inh | Pf growth 48h | Sm TGR inh
COc1ccc(OC)c(Nc2nnc(C)c(=O)[nH]2)c1 | ? | -2 | -3% | -1 | 11% | 2%
N#Cc1c2n(c3c(=O)n(Cc4ccccc4Cl)cnc13)CCCCC2 | ? | -3 | 2% | 25 | -22% | 0%

An excerpt of these results, with bars between the fields:
SMILES | Pf growth 96h | CHX counter | Giardia FBPA inh | Shiga toxin inh | Pf growth 48h | Sm TGR inh
COCC(=O)Nc1cc([N+](=O)[O-])ccc1C | -9% | 8 | 4% | -6 | 4% | 7%
Cc1nc([N+](=O)[O-])c(C(=O)OCc2ccccc2)n1C | ? | 10 | 7% | 22 | 45%[activator] | 1%
CN(C)/C=C/C(=O)c1cccc(Cl)c1 | 53%[activator] | 17* | 14% | 15 | -3% | -32%
CCOc1ccc(N2C(=O)CSC2=NC#N)cc1 | -3% | nt | nt | nt | -22% | -3%
NC(=O)CC(NC(=O)Cc1ccc(Br)cc1)c1ccc(NCCN2CCOCC2)c([N+](=O)[O-])c1 (configuration not stated) | 45%[activator] | -1 | 5% | 9 | 37%[activator] | 1%
O=C(Nc1cccc(F)c1)C1CCN(S(=O)(=O)c2cccc3nonc23)CC1 | -18% | -3 | 4% | -4 | 4% | -7%
O=C(NCCc1ccccc1F)C1CCCN(c2nc3ccccc3s2)C1 (configuration not stated) | -21% | -1 | 14% | -1 | -9% | -14%
COC(OC)c1ccnc(-c2ccc(OC(=O)c3ccccc3)cc2)n1 | 31%[activator] | 27 | 0% | 43 | 31%[activator] | 1%
CC1CC(C)CN(C(=O)COC(=O)c2cccc([N+](=O)[O-])c2)C1 (configuration not stated) | 2% | 38 | 0% | 23 | 105%[activator] | 4%
COc1ccc(CC(=O)N2CCc3ccccc32)cc1 | -23% | 31* | 2% | 80* | 127%[activator] | 7%
